MCF10A rereplic: inducers of DNA re-replication in MCF 10A breast cells; MCF 10A DNA re-replication, Hoechst nuclear intensity, 48 h; Potency, µM (titrated, usually from 46.1 µM), for inactives: top-dose activity, positive = re-replication, usual class: activators; 350,000 compounds, 2.9% hits; AID 624296; also: potency is read from the fitted curve at half-maximal effect; % of control where 0% means no effect; nearly all actives have a fitted effect of over 50% in size
Nrf2 block: Nrf2 pathway inhibition; A549 ARE-Fluc reporter, luciferase luminescence, 18-24 h; Potency, µM (highest dose often 46 µM), without a hit: at the highest dose activity change, negative = inhibition, actives largely listed as inhibitors; 360,000 compounds, 2.1% hits; also: potency is read from the fitted curve at half-maximal effect; % is scaled to controls: 0 for no effect and ±100 for the full control effect; nearly all actives have a fitted effect of over 60% in size
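A549 ARE_Fluc cells, 5000/well, 5% FBS OPTI-MEM; compounds in dose-response, 18-24 h at 37 °C/5% CO2; CellTiter-Fluor viability read (Ex 405/Em 525), then BugLite luciferase luminescence = Nrf2 activity.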
Nrf2 ARE act: activates Nrf2 signaling; Potency, µM (doses to about 46.1 µM), for inactives: at the highest dose activation, actives largely listed as activators; AREc32 ARE-luciferase reporter (MCF7-derived line), luminescence, 24 h; AID 624171; 410,000 compounds, 0.31% hits; also: potency is read from the fitted curve at half-maximal effect; % of control where 0% means no effect; nearly all actives have a fitted effect of over 65% in size
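Nrf2 activation is followed as ARE-luciferase induction in the AREc32 line after one day of compound treatment; luminescence is read with Steady-Glo.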
IL1B secr inh: inhibitors of inflammasome signaling (IL-1 beta secretion); THP-1 LPS/ATP IL-1B secretion, AlphaLISA, 16 h; stronger effect = lower value; activity change, % at 57.5 µM; 360,000 compounds, 4.7% hits; AID 743279; in the data active = activity change below about -50%; inconclusive = mostly about -30% to -49%; also: % is scaled to controls: 0 for no effect and ±100 for the full control effect
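THP-1 cells pretreated 1 hr with compounds (up to 57.5 uM final), then stimulated with LPS (250 ng/mL final) plus ATP (1.25 mM final); secreted IL-1B measured by AlphaLISA after 16 hr, decreased signal indicating inhibition.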
A549 tox: kills or reduces viability of A549 cells in Nrf2 counter-screen; A549 ARE-Fluc cells, CellTiter-Fluor viability, 18-24 h; Potency, µM (top dose mostly 46 µM), for inactives: at the top dose activity change, negative = cytotoxicity, actives largely listed as inhibitors; 390,000 compounds, 0.16% hits; also: potency is read from the fitted curve at half-maximal effect; % is scaled to controls: 0 for no effect and ±100 for the full control effect
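Cytotoxicity counterscreen: CellTiter-Fluor fluorescence was measured in A549 ARE_Fluc cells after 18-24 h of compound exposure in a concentration series. The subsequent BugLite luminescent read reports ARE-luciferase activity.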
TGFb SMAD3 inh: TGF-b pathway inhibition; HepG2 CAGA-GFP TGF-b/SMAD3 reporter, GFP fluorescence, 18 h; TGF-beta stimulated, 500 pg/mL final; Potency, µM (doses to about 46.1 µM), without a hit: at the highest dose activity, negative = inhibition, hits mostly inhibitors; 410,000 compounds, 1.2% hits; also: potency is read from the fitted curve at half-maximal effect; % is scaled to controls: 0 for no effect and ±100 for the full control effect; nearly all actives have a fitted effect of over 65% in size
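Read-out: total well GFP (ex488/em500-530) summed from mean per-cell fluorescence. Cells: HEPG2 CAGA-GFP, 1% FBS DMEM, 18 h at 37 degrees C with 500 pg/mL final TGF-beta. Unstimulated wells served as the full-inhibition control; stimulated DMSO wells = 0%.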
HepG2 tox: HepG2 cytotoxicity, counter-screen for TGF-b inhibitors | HepG2 CAGA-GFP viability, ATP luminescence, 18 h | Potency, µM (doses to about 46.1 µM), for the others: at the highest dose activity change, negative = cytotoxicity, most hits filed as cytotoxic | 410,000 compounds, 0.76% hits | AID 588856; also: potency is read from the fitted curve at half-maximal effect; some results filed as inactive show a strong effect at the top dose
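HepG2 CAGA-GFP cells (1000/well, DMEM with 1% FBS) received compound, then TGF-beta at 500 pg/mL final, and were incubated 18 hours at 37 degrees C. Viability was read by CellTiter-Glo luminescence. Media-only wells were set as complete cell-killing and DMSO as no toxicity.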
S2 tox: viability counter-screen for ATXN expression inhibitors. Potency, µM (titrated, usually from 56.7 µM), hits mostly cytotoxic. S2 cells (HEK-293 line with an ATXN2-luciferase reporter) viability, CellTiter-Fluor protease fluorescence, 24 h. 400,000 compounds, 0.49% hits; also: potency is read from the fitted curve at half-maximal effect; nearly all actives have a fitted effect of over 40% in size
ATXN2 expr inh: inhibitors of ATXN2 expression | HEK-293 ATXN2-luciferase reporter, luminescence, 24 h | Potency, µM (highest dose often 57 µM), inactives show at the top dose activity change, negative = inhibition, hits mostly inhibitors | 360,000 compounds, 0.72% hits; also: potency is read from the fitted curve at half-maximal effect; % is scaled to controls: 0 for no effect and ±100 for the full control effect; nearly all actives have a fitted effect of over 55% in size
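ATXN2-luciferase reporter cells (luciferase flanked by upstream and downstream ATXN2 gene portions) were treated 24 h at 37 °C with compounds at up to 57 uM. SteadyGlo luminescence gave expression; GF-AFC fluorescence gave viability.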
* marks the source's active call; other numbers are inactive results; i = inactive; ? = inconclusive; · = not tested or not shown; [ ] = dose if it differs, or a comment. Unless noted, calls follow the shape of the dose curve; as a rule, active = well fitted curve in the direction sought with a large enough effect; inconclusive = small, poorly fitted or top-dose-only effect, or another doubt; inactive = no such curve, though single readings can be large; an effect the other way counts as inactive or inconclusive. Hits appear at their usual frequency (roughly 8.8% active in at least one column).

SMILES | MCF10A rereplic | Nrf2 block | Nrf2 ARE act | IL1B secr inh | A549 tox | TGFb SMAD3 inh | HepG2 tox | S2 tox | ATXN2 expr inh
CCOC(=O)[C@@H]1[C@H]2COc3ccccc3[C@H]2N2C(=O)N(c3cccc(F)c3)C(=O)[C@]12C | -8.0% | -9.2% | -0.9% | 19.2 | -8.0% | 12.1% | 41.2% | i | 8.5%
O=C(O)CCN1C(=O)/C(=C\c2ccncc2)SC1=S | 5.2% | 0.0% | 0.1% | -10.2 | -4.9% | -10.0% | -1.6% | i | ·
Cc1cccc(CNC(=O)c2sc3ncnc(N(C)C4CCCCC4)c3c2C)c1 | · | · | -0.2% | · | -19.2% | ? | -18.1% | ? | ?
Nc1c(C(=O)Nc2ccccc2)sc2ncc([N+](=O)[O-])cc12 | -2.8% | -18.2% | 0.2% | -7.4 | 0.6% | 29.3% | 41.4% | ? | -7.0%
COc1ccc(S(=O)(=O)NCc2ccco2)cc1-c1nnc2c3ccccc3c(C)nn12 | -2.5% | -10.2% | 0.4% | -11.9 | -8.0%[1.84 µM] | 0.8% | -18.4% | i | 3.1%
COc1cc(OC)c(NC2=CC(=O)C(=O)c3ccccc32)cc1Cl | 17.0% | ? | 0.1% | ? | ? | ? | -0.1% | 17.8µM* | ·
CC1(C)CC(=O)C2=C(C1)N1C(=C(C#N)C2c2ccc(Cl)cc2)N=C(N)c2ccccc21 (stereo not given) | ? | ? | 0.1% | ? | ? | ? | -18.2% | · | ?
CC1(C(=O)NC2CCCC2)CCC(=O)N1C1CCN(Cc2ccccc2)CC1 (stereo not given) | · | · | -1.0% | -0.8 | · | -33.3% | -0.4% | ? | 9.5%
O=C(Cn1nnc2ccccc21)N/N=C\c1cccs1 | ? | 0.8% | -0.3% | -3.3 | -3.2% | -5.6% | 8.3% | i | 31.4%[activator]
COc1ccc(S(=O)(=O)Nc2ccc3c(c2)OCCO3)cc1Cl | ? | ? | 2.9% | 9.0 | 1.1% | ? | -7.6% | i | 5.5%
COc1cc2[nH]c(=S)n(NC(=O)c3ccccc3)c(=O)c2cc1OC | 0.6% | · | -0.1% | -14.0 | -8.3% | -0.2% | -5.0% | i | 7.1%
Cc1ccc(NC(=O)N(C2=NCC(C)S2)c2ccccc2)cc1 (stereo not given) | 1.0% | ? | 0.2% | -12.1 | 1.0% | 13.8% | 1.9% | i | 53.0%[activator]
Cc1cc(C)n2nc(S(=O)(=O)NCCc3ccccc3)nc2n1 | -7.2% | -13.2% | -0.5% | 1.1 | ? | 0.1% | -16.6% | i | 1.1%
N#CC(C(=O)c1ccccc1Cl)=C1SCCCS1 | ? | 0.1% | -0.3% | 14.8 | -0.2% | -13.9% | 2.0% | i | -0.7%
Cc1cccc(/C=N/NC(=O)NC2CCCCC2)c1 | 5.7% | 4.3% | 4.4% | -17.0 | 1.9% | 5.1% | -16.2% | i | 20.4%
Cc1ccc(Nc2nnc(SCC(=O)N(C)C3CCS(=O)(=O)C3)s2)cc1 (stereo not given) | 2.1% | 11.8% | 2.4% | -0.6 | -1.4% | -7.7% | -4.8% | i | 15.2%
CCc1c(C#N)c(N)nc(SCC(=O)OCc2ccccc2)c1C#N | 9.7% | -6.5% | -0.3% | 11.7 | -1.8% | -5.9% | -11.0% | i | -13.5%
CCOc1ccc(C(=O)CCC(=O)NC2=NCCS2)cc1 | -10.6% | 1.3% | 2.0% | 9.5 | 0.9% | 5.3% | 1.6% | i | 20.8%
Cc1ccc(NS(C)(=O)=O)c(C(=O)c2ccccc2)c1 | -2.5% | 2.9% | 0.4% | -3.0 | -6.2% | -7.0% | -23.7% | i | -5.5%
Cc1ccc(NC(=O)C2CC(=O)Nc3nncn32)cc1 (stereo not given) | 1.0% | ? | -0.1% | 1.2 | 7.8% | -1.5% | -8.8% | i | ·
CC(C)NC(=O)N(C)C[C@H]1Oc2ccc(NC(=O)C3CC3)cc2C(=O)N([C@H](C)CO)C[C@@H]1C | 5.8% | 0.5% | -1.1% | 4.3 | -5.2% | -2.5% | -0.2% | i | 2.3%
O=C(NCc1cccnc1)NC1CC(=O)N(c2ccc3c(c2)OCCO3)C1 (stereo not given) | 0.3% | -19.1% | -0.4% | 67.0 | -5.9% | -0.7% | -12.6% | i | -5.5%
Oc1ccccc1/C=N/NC(=S)NC1CC2CCC1C2 (stereo not given) | 21.9% | 0.6% | 2.5% | -78.1* | -11.8% | ? | -55.3% | ? | 7.9%
O=S(=O)(/N=C/c1ccccc1O)c1cccs1 | -1.0% | 5.4% | -0.4% | 18.7 | -2.9% | -5.9% | -20.2% | i | -7.7%
CCc1ccc(NC(=O)Nc2ccncc2)cc1 | -3.0% | ? | 2.5% | -73.4* | 2.0% | -6.4% | -22.6% | i | 15.1%
COc1ccc(NC(=O)C2CCCN(c3c4c(nc5ncnn35)CCC4)C2)cc1OC (stereo not given) | -3.8% | · | 0.3% | 6.9 | -0.2% | 4.0% | -21.3% | i | 0.2%
CCN1CCN(C(=S)Nc2ccc(C(C)=O)cc2)CC1 | 0.2% | -0.8% | -1.0% | 4.4 | -0.7% | 0.6% | -9.0% | i | -18.6%
CCCCC(=O)NC(NC(=S)N1CCOCC1)C(Cl)(Cl)Cl (stereo not given) | 0.1% | 6.5% | -0.7% | -4.1 | -3.8% | -31.4% | -5.5% | i | -6.3%
CCn1nnnc1SCC(=O)N1c2ccccc2Sc2ccccc21 | 4.6% | · | 0.3% | -19.7 | -1.6% | -5.6% | -0.8% | i | 3.2%
COc1ccc(C(=O)COC(=O)C2CC3CCCC(C2)C3=O)cc1Br (stereo not given) | -2.2% | 19.5% | -0.8% | 1.0 | 0.6% | 0.0% | 11.6% | i | 3.4%

An excerpt from above, reduced to Nrf2 ARE act:
| SMILES | Nrf2 ARE act |
| --- | --- |
| CCN1CCN(C(=S)Nc2ccc(C(C)=O)cc2)CC1 | -1.0% |
| O=C(NCc1cccnc1)NC1CC(=O)N(c2ccc3c(c2)OCCO3)C1 (stereo not given) | -0.4% |

Carrying on:
SMILES | MCF10A rereplic | Nrf2 block | Nrf2 ARE act | IL1B secr inh | A549 tox | TGFb SMAD3 inh | HepG2 tox | S2 tox | ATXN2 expr inh
COC(=O)CSc1nnc([C@H](Cc2ccccc2)NC(=O)OC(C)(C)C)o1 | -2.7% | ? | 1.4% | 0.0 | 3.3% | 1.2% | 5.4% | i | 0.2%
COCCn1c(=O)[nH]c2cc(C(=O)Nc3nnc(C)s3)ccc21 | -1.4% | 7.7% | 0.4% | 22.6 | 3.0% | ? | 0.0% | i | 6.1%
CCCC(C(=O)NC(C)(C)CC)N(CC1CCCO1)C(=O)CNS(=O)(=O)c1ccc(F)cc1 (stereo not given) | 0.6% | -2.3% | -1.0% | 5.6 | -6.1% | 2.6% | -1.1% | i | -4.1%
Cc1cc(N/N=C/c2ccc(Cl)cc2Cl)nc(NCc2ccccc2)n1 | ? | ? | 0.2% | 0.0 | -4.9% | -8.6% | -5.9% | i | -12.7%
CCCn1nnnc1NC(=O)c1cc(Br)ccc1OC | -4.9% | -5.4% | 2.6% | 11.8 | 6.5% | -1.0% | -5.7% | i | 2.8%
Cc1ccccc1NC(=O)CSc1nc(Nc2ccccc2)nc(N2CCOCC2)n1 | 20.7% | -17.8% | 0.2% | 5.3 | -1.1% | -25.5% | -1.6% | i | -2.7%
COc1cccc(N(C(=O)c2snc(C(N)=O)c2N)C(C(=O)NCc2ccccc2)c2ccc(O)cc2)c1 (stereo not given) | 21.2% | 20.7% | 8.3% | -53.0* | -2.5% | 0.8% | 1.0% | ? | -7.9%
O=C(NCc1ccccc1)N1CCC(Cc2ccccc2)CC1 | 5.4% | -4.0% | 0.2% | -9.6 | 2.8% | 14.4% | 5.2% | i | -0.8%
COCCNC(=O)/C(C#N)=C1\N=C(NC(=O)c2ccco2)c2ccccc21 | · | · | -0.4% | ? | · | 8.4% | -0.4% | · | ·
COc1ccccc1CN=C1NC(=O)C(CC(=O)Nc2ccc(C(C)=O)cc2)S1 (stereo not given) | -12.1% | 3.5% | -0.1% | 2.2 | 0.7% | -4.0% | -9.0% | i | 15.6%
O=C(CNc1cccc(S(=O)(=O)N2CCCC2)c1)Nc1cccc(F)c1 | 12.3% | -18.2% | 0.7% | -6.5 | 4.3% | -17.3% | 5.4% | i | -25.7%
CC(C)NC(=O)c1nn2c(C(F)(F)F)cc(-c3ccco3)nc2c1Cl | -21.4% | 26.0% | ? | 13.9 | 3.9% | -1.1% | 0.3% | i | -4.3%
Cc1ccc(CNC(=O)C(N=C2NS(=O)(=O)c3ccccc32)C(C)C)cc1 (stereo not given) | -4.1% | -3.0% | -1.3% | 28.1 | -4.0% | 0.2% | -3.3% | ? | 7.4%
CC(=O)Nc1ccc(NC(=O)C2(C)Cc3c(-c4ccccc4)ccnc3O2)cc1 (stereo not given) | · | · | -0.8% | -9.9 | · | 13.6% | -29.2% | i | -2.2%

Six entries out of the list above, arranged by the number in IL1B secr inh, lowest first:
| Compound | Nrf2 ARE act | IL1B secr inh | TGFb SMAD3 inh |
| --- | --- | --- | --- |
| COc1cccc(N(C(=O)c2snc(C(N)=O)c2N)C(C(=O)NCc2ccccc2)c2ccc(O)cc2)c1 (stereo not given) | 8.3% | -53.0* | 0.8% |
| Cc1cc(N/N=C/c2ccc(Cl)cc2Cl)nc(NCc2ccccc2)n1 | 0.2% | 0.0 | -8.6% |
| CCCn1nnnc1NC(=O)c1cc(Br)ccc1OC | 2.6% | 11.8 | -1.0% |
| CC(C)NC(=O)c1nn2c(C(F)(F)F)cc(-c3ccco3)nc2c1Cl | ? | 13.9 | -1.1% |
| COCCn1c(=O)[nH]c2cc(C(=O)Nc3nnc(C)s3)ccc21 | 0.4% | 22.6 | ? |
| Cc1ccc(CNC(=O)C(N=C2NS(=O)(=O)c3ccccc32)C(C)C)cc1 (stereo not given) | -1.3% | 28.1 | 0.2% |

Compound activity deposited in PubChem BioAssay by National Center for Advancing Translational Sciences (NCATS).
